# AI-2 QS mod: modulates the Vibrio harveyi AI-2 quorum sensing system; Vibrio harveyi JMH597 AI-2 luminescence/OD600 ratio, 9 h; active compounds read low; strain lacks LuxN and CqsS sensors; 0 = neutral-control median; 300,000 tested, 0.4% active; activity change, % at 7.5 µM; AID 2094; in the data active = activity change below about -75%, passing the limit was not always enough; inconclusive = no clear call, values can overlap the other calls;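 also: luminescence divided by OD600 gain over 9 h not by final OD600 alone; inactives centre near 13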
# IEC-6 tox: counter-screen for KLF5 inhibitors: cytotoxicity in IEC-6 cells. IEC-6 cytotoxicity, luminescence viability. inhibition, % at 5 µM. 290,000 tested, 0.78% active; in the data active = inhibition above about 22%;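 also: 0% = plate median of test compound wells and 100% = cytotoxic reference compound wells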
# Platelet DG rel: modulates dense granule release in human platelets | human platelet-rich plasma, SFLLRN dense granule ATP release, luminescence | inhibition, %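 (compounds screened at 7.5 µM in platelet-rich plasma)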 | 300,000 tested, 0.22% active | AID 1663;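 active = mean replicate score, as percent of positive control, at or above 50; inconclusive = mean below 50 but at least one replicate at or above 50; inactive = mean and every replicate below 50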
# HIF activator: HIF pathway transcriptional activation; activation, % at 7.5 µM (by protocol); AID 1910; U2OS HRE-luciferase reporter, luminescence; normalized: DMSO 0%, desferrioxamine 100%; 300,000 tested, 0.32% active;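 active = mean activation of at least 10% of the iron chelator positive control signal, with at least half of replicates also reaching 10%; inconclusive = mean and replicate majority disagree about reaching 10%; inactive = mean and most replicates under 10%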
# SKKanGAS inh: blocks kanamycin growth of S. pyogenes SKKanGAS strain. BacTiter-Glo, 6 h. inhibition, % at 7.5 µM. 300,000 tested, 1.3% active;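 active = mean replicate score, as percent of positive control median, at least 50; inconclusive = mean below 50 but one replicate at or above 50; inactive = mean and every replicate below 50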;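 also: strain carries kanamycin resistance gene driven by streptokinase promoter and grows in 40 µg/ml kanamycin; loss of luminescence reflects streptokinase promoter inhibition or plain growth inhibition; 0% = median of DMSO wells and 100% = positive control at its reference dose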
# KLF5 inh: inhibitors of KLF5 expression | 290,000 tested, 0.23% active | AID 1700 | DLD-1 KLF5 promoter-luciferase reporter, luminescence | inhibition, % at 5 µM;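 active = inhibition above a per-plate limit of that plate's mean compound inhibition plus 3 SD, cut at about 60% in these data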;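 also: 0% = DMSO wells and 100% = LY294002 at 200 µM; higher means less KLF5 promoter-driven luciferase light; inactives centre near -14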
# HSP90 refold inh: inhibitors of HSP90 luciferase refolding in rabbit reticulocyte lysate. inhibition, % at 5.6 µM. 290,000 tested, 0.91% active. AID 1789. luciferase refolding luminescence, 3 h;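 active = inhibition above the screen-wide mean plus 3 SD, computed separately per campaign, cut at about 16% in these data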;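 also: 0% = DMSO wells and 100% = 60 µM geldanamycin wells; inhibitors lower the luminescence because luciferase stays unfolded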
# HSF1 activator: increases HSF-1 driven luciferase reporter signal; NIH3T3-HGL HSF-1 luciferase reporter, MG132, 8 h; 100% = twice DMSO control signal; activation, % at 9 µM; 300,000 tested, 1.7% active; AID 504408;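 active = mean replicate activation of at least 50% with a set share of replicates each reaching 50%; inconclusive = only one of those two conditions met; inactive = mean below 50% and too few replicates reaching it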;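 also: 0% = median of the neutral control wells and 100% = twice that signal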
# HSF1 inh: HSF1 inhibition | NIH3T3-HGL HSE-luciferase, MG132-induced, luminescence 8 h; active compounds read low | activity change, negative = inhibition, % at 7.5 µM (by protocol) | 300,000 tested, 0.77% active | AID 2098;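 active = more than half of replicate wells show activity change below -50%, luminescence cut by over half; inconclusive = some wells, but at most half, below -50%; inactive = no replicate well below -50%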;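 also: luciferase reports HSF-1 transcriptional activity via heat shock element; 0% = median of DMSO wells and -100% = zero luminescence signal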
# aSyn UTR inh: 5' untranslated region of α-synuclein, MLPCN primary screen; alpha-synuclein 5'UTR reporter, inhibitor activity; 300,000 tested, 0.82% active; inhibition, % (tested at 7.5 µM); in the data active = inhibition above about 60%; inconclusive = no clear call, values can overlap the other calls;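 also: H4 neuroglioblastoma cells stably carrying SNCA 5'UTR luciferase fusion; 0% = DMSO wells and 100% = positive control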
# * = called active by the depositor; ? = inconclusive; · = no result given. Hits appear at their usual frequency. Share with any hit: about 6%.
SMILES,AI-2 QS mod,IEC-6 tox,Platelet DG rel,HIF activator,SKKanGAS inh,KLF5 inh,HSP90 refold inh,HSF1 activator,HSF1 inh,aSyn UTR inh
COc1cc2c(cc1OC)CN(CC(=O)Nc1cccc([N+](=O)[O-])c1)CC2,2,0,6,0.2,5,-30,1,-4,-9,32
O=C(CCS(=O)(=O)c1cccs1)NC1CCCCCC1,16,1,9,3.7,-7,-67,-1,?,9,-139
O=C(Nc1ccc(F)cc1)C1CCN(C(=O)c2ccc([N+](=O)[O-])cc2)CC1,7,-2,-3,0.1,-16,-1,-1,8,5,2
CCc1ccc(NC(=O)[C@H](C)NC(=O)C2CCN(C(=O)[C@@H](N)CC(C)C)CC2)cc1,17,-4,0,-0.5,3,-8,-3,-5,-3,15
Cc1[nH]cnc1CSCCN,21,0,3,-0.1,5,-4,0,25,0,-31
CNc1cc(Cl)nc(SC)n1,-8,-1,-1,0.0,0,-24,-1,-10,0,-17
COc1ccc(-c2nnc(NC(=O)c3c(OC)cccc3OC)s2)cc1,31,-4,3,0.7,13,-18,-2,5,-6,-4
Cc1cc(C)n2c(SCC(C)C)nnc2n1,19,-1,1,0.0,2,2,1,12,-2,-19
CCCCCCC1CC(=O)NC(=S)N1 (centres undefined),18,10,0,-0.8,-2,-21,5,8,2,1
COCCn1c(=O)[nH]c2cc(C(=O)N3CCN(c4ccccc4F)CC3)ccc2c1=O,19,2,-4,-0.3,-6,-16,-7,-3,-1,13
CC1CC(C)CN(CCCNC(=O)CCNC(=O)Cn2ccc3ccccc3c2=O)C1 (centres undefined),-2,-1,-8,0.1,-12,-39,0,3,-6,7
O=C(c1ccccc1F)N1C(=O)c2cccc3cccc1c23,31,5,1,-0.1,4,-17,-2,0,1,10
CN(C)CCCN1C(=O)C(=O)/C(=C(/O)c2ccncc2)C1c1cccnc1 (centres undefined),12,-2,-5,-0.1,-11,-16,-3,·,·,11
CCCCOc1cccc(NC(=O)CSc2nccn2C)c1,-3,1,0,1.0,0,6,4,42,24,-5
Cc1ccc(CCNC(=O)C2CCC(=O)N2Cc2cccnc2)cc1 (centres undefined),-10,5,-14,-0.1,-5,-2,3,-18,1,4
O=C(CCNC(=O)c1ccc(Cl)cc1)Nc1ccc(Cl)cc1F,12,1,3,-0.6,1,-29,0,14,-1,-38
COc1ccc(NC(=S)NN(C)C(=S)Nc2ccc(OC)cc2)cc1,26,14,12,-0.2,-1,-4,-1,-12,-2,23
O=C(NC1CCCC1)C(=O)N(c1ccccc1F)C(C(=O)NCC1CCCO1)c1cccs1 (centres undefined),12,-4,-2,-0.2,0,3,-2,7,5,-1
O=C(Nc1ccncc1Cl)c1ccncc1,13,-2,3,-0.2,13,-20,-1,5,4,-5
COC(=O)[C@H](C)NC(=O)NC(C)CCc1ccccc1 (some centres undefined),13,3,8,-0.2,-1,-51,-2,11,12,-5
CCOC(=O)N1CCN(C(=O)COc2cc(C)c(Cl)c(C)c2)CC1,11,2,0,1.0,-5,-16,2,19,8,27
Cc1onc(NC(=O)NC(=O)c2c(Cl)cccc2Cl)c1Br,21,6,0,0.1,15,9,-3,-5,0,9
CC(=O)NC(C)C(=O)OCC(=O)Nc1ccc(Br)cc1 (centres undefined),13,-6,2,0.6,0,-25,-1,-5,2,1
CC(=O)c1c(C)[nH]c(C(=O)N2CCN(S(=O)(=O)c3ccc(F)c(F)c3)CC2)c1C,16,·,4,0.3,-3,·,·,1,-2,2
Cc1ccc(OCC(=O)N/N=C/c2cccc3cccnc23)cc1,6,5,16,0.3,1,3,1,0,8,3
COc1ccccc1CNC(=O)C1CC2Cn3c(nc4cc5ccccc5cc43)C2N1C (centres undefined),34,·,0,0.0,8,·,·,-18,2,-11
CCC(=O)N=c1n(C)c2ccccc2n1CCOc1ccccc1,-1,6,-4,-0.4,4,5,0,1,8,-17
O=[N+]([O-])c1c(NCCO)cc(N2CCCCC2)c2nonc12,34,-3,-5,-0.2,-4,-13,0,-9,-2,-7
CCn1c(-c2nn(-c3ccccc3)ccc2=O)n[nH]c1=S,39,1,-2,0.0,5,-4,-3,1,-5,38
CC(CN1CCCCC1)OC(=O)c1ccc(Cl)cc1Cl (centres undefined),6,-3,-2,0.1,-10,-55,-1,6,-7,1
Cc1nn(C)cc1CNC(=O)c1cccc(Br)c1,3,1,5,-0.1,1,5,-3,-14,-4,-21
O=C1C2C3c4ccccc4C(c4ccccc43)C2C(=O)N1c1nc(-c2ccccc2)cs1 (centres undefined),7,0,-6,0.2,15,2,0,-18,-5,5
NC(=O)[C@@H]1CCCNc2c(I)cc([N+](=O)[O-])cc2C(=O)N[C@@H](CO)C(=O)N[C@@H](Cc2ccc(O)cc2)C(=O)N1,11,-8,5,1.2,2,6,0,20,1,13
COC(=O)C1=C(C(=O)OC)[C@@H]2N(C)c3ccccc3[C@@]23C[C@@H](C(=O)OC)N(C(=O)c2cc(C)oc2C)C3=N1,23,·,4,0.1,0,·,·,1,1,-18
CCOC(=O)C1CCN(C(=O)c2c(-c3c(F)cccc3Cl)noc2C)CC1,39,3,5,-0.4,-9,1,-3,-3,0,-16
COc1cc(OC)cc(C(=O)N[C@H](C(=O)OCC(=O)Nc2ccc(C(C)C)cc2)C(C)C)c1,33,-2,4,-0.5,5,-32,-2,9,-3,0
O=C(NNC(=O)C1CCN(S(=O)(=O)c2ccc(Cl)cc2)CC1)c1ccc(Cl)cc1,14,8,-2,-0.1,-1,-25,1,16,-12,21
O=c1[nH]c(=S)[nH]c2[nH]c(=S)[nH]c12,29,-10,-5,-1.2,-2,-10,4,-8,-8,14
COc1cccc(C(=O)OC(C)CN2CCCC2)c1 (centres undefined),0,-10,-2,-2.0,1,10,-3,-10,-5,-2
COc1ccc(CCC(=O)NCCCNC(=O)CCc2ccc(OC)cc2)cc1,32,2,4,-0.1,0,-27,-2,8,-6,15
Cc1c(NC(=O)C(C)c2ccc(CC(C)C)cc2)c(=O)n(-c2ccccc2)n1C (centres undefined),16,-3,6,-0.7,-1,10,-2,7,1,29
COc1ccc(-c2nc(CN3CCCCC3CCc3ccccn3)c(C)o2)cc1 (centres undefined),6,0,3,-0.3,-3,3,4,8,2,2
Brc1ccccc1-c1csnn1,11,-5,-9,0.1,-2,-12,2,-3,-2,4
CCCN1CCN(C(=O)CN2C(=O)COc3ccc(S(=O)(=O)N(CC)CC)cc32)CC1,16,-2,0,0.2,-6,-30,4,-3,-7,0
CC(=O)Nc1ccc(OCCCNC(=O)c2c(-c3ccccc3)noc2C)cc1,25,-3,2,0.1,-4,-17,-1,5,0,1
S=C1NC2(CCS1)Oc1ccccc1C1CC(c3ccccc3)=NN12 (centres undefined),11,6,8,3.6,10,-50,-5,13,-2,-43
O=C(c1ccccc1)N1CCSc2sccc2C1=O,6,2,5,-6.4,6,10,8,-47,-44,97*
CC(=O)C1=C(C)Nc2ncnn2C1c1cccc(OCc2ccccc2)c1 (centres undefined),23,3,-6,-0.3,-1,-32,1,39,12,-7
CCCCc1nnc(NC(=O)c2ccc3[nH]c(=O)c(=O)[nH]c3c2)s1,14,-8,-6,197*,-6,-12,0,23,3,-4
COc1ccc(CN(C)C(=O)CCN(c2ccccc2)S(=O)(=O)c2ccc(C)cc2)c(OC)c1,10,·,-4,0.8,18,·,·,12,1,9
O=C(O)CCCNC(=O)c1cncc(O)c1,23,-2,5,-0.1,-1,-21,-1,3,-2,31
CCCCCc1c(C)[nH]c2nc3ccccc3n2c1=O,1,4,7,-4.8,4,-20,2,24,11,-23
Cc1ccc(S(=O)(=O)N2CCOCCOCCOCCOCCOCC2)cc1,-3,-2,5,0.2,-2,-11,-3,-4,-1,4
CCc1nn(CC(=O)NCCCN2CCN(C)CC2)c(=O)c2cc3occc3n12,-17,-5,-7,0.1,2,-3,-3,-9,0,-16
COc1ccc(Nc2nc(N)nc(C(F)(F)F)n2)c(OC)c1,3,2,-1,1.3,-4,1,-2,-36,-16,-3
Cc1cc(C)c(NC(=O)Cn2nnc(C(=O)NCCc3ccccc3)c2N)c(C)c1,22,-1,5,0.0,-4,19,0,-1,-5,1
Cc1ccc(C)c(NC(=O)CSc2nnc(-c3ccccc3)o2)c1,15,3,6,0.2,-6,9,2,-1,1,-10
CC(=O)c1cccc(N2C(=O)C3C4CCC(C4=C(C)C)C3C2=O)c1 (centres undefined),12,-4,7,-0.2,-8,-19,-2,-3,5,13
O=C(COc1ccc(Cl)cc1Cl)Nc1ccc(CN2CCOCC2)cc1,34,1,-13,0.2,103*,-17,-4,-49,-37,-9
O=c1[nH]c(-c2ccc(Cl)cc2)nc2c1cnn2-c1ccccc1,7,-6,2,-0.2,-5,-9,2,-1,-10,6

# Reformatted: eleven of the compounds above
SMILES | AI-2 QS mod | IEC-6 tox | Platelet DG rel | HIF activator | SKKanGAS inh | KLF5 inh | HSP90 refold inh | HSF1 activator | HSF1 inh | aSyn UTR inh
COc1ccc(CN(C)C(=O)CCN(c2ccccc2)S(=O)(=O)c2ccc(C)cc2)c(OC)c1 | 10 | · | -4 | 0.8 | 18 | · | · | 12 | 1 | 9
O=C(O)CCCNC(=O)c1cncc(O)c1 | 23 | -2 | 5 | -0.1 | -1 | -21 | -1 | 3 | -2 | 31
CCCCCc1c(C)[nH]c2nc3ccccc3n2c1=O | 1 | 4 | 7 | -4.8 | 4 | -20 | 2 | 24 | 11 | -23
Cc1ccc(S(=O)(=O)N2CCOCCOCCOCCOCCOCC2)cc1 | -3 | -2 | 5 | 0.2 | -2 | -11 | -3 | -4 | -1 | 4
CCc1nn(CC(=O)NCCCN2CCN(C)CC2)c(=O)c2cc3occc3n12 | -17 | -5 | -7 | 0.1 | 2 | -3 | -3 | -9 | 0 | -16
COc1ccc(Nc2nc(N)nc(C(F)(F)F)n2)c(OC)c1 | 3 | 2 | -1 | 1.3 | -4 | 1 | -2 | -36 | -16 | -3
Cc1cc(C)c(NC(=O)Cn2nnc(C(=O)NCCc3ccccc3)c2N)c(C)c1 | 22 | -1 | 5 | 0.0 | -4 | 19 | 0 | -1 | -5 | 1
Cc1ccc(C)c(NC(=O)CSc2nnc(-c3ccccc3)o2)c1 | 15 | 3 | 6 | 0.2 | -6 | 9 | 2 | -1 | 1 | -10
CC(=O)c1cccc(N2C(=O)C3C4CCC(C4=C(C)C)C3C2=O)c1 (centres undefined) | 12 | -4 | 7 | -0.2 | -8 | -19 | -2 | -3 | 5 | 13
O=C(COc1ccc(Cl)cc1Cl)Nc1ccc(CN2CCOCC2)cc1 | 34 | 1 | -13 | 0.2 | 103* | -17 | -4 | -49 | -37 | -9
O=c1[nH]c(-c2ccc(Cl)cc2)nc2c1cnn2-c1ccccc1 | 7 | -6 | 2 | -0.2 | -5 | -9 | 2 | -1 | -10 | 6

# Assay outcomes (PubChem BioAssay)
